sEH act: activators of human soluble epoxide hydrolase; 91,000 compounds, 0.04% hits; activation, % at 2 µM; purified human sEH enzymatic activity, activator screen; in the data active = activation above about 37%; also: values of inactives mirror those of a sister screen read the other way
Target sequence (P34913 whole entry, looked up): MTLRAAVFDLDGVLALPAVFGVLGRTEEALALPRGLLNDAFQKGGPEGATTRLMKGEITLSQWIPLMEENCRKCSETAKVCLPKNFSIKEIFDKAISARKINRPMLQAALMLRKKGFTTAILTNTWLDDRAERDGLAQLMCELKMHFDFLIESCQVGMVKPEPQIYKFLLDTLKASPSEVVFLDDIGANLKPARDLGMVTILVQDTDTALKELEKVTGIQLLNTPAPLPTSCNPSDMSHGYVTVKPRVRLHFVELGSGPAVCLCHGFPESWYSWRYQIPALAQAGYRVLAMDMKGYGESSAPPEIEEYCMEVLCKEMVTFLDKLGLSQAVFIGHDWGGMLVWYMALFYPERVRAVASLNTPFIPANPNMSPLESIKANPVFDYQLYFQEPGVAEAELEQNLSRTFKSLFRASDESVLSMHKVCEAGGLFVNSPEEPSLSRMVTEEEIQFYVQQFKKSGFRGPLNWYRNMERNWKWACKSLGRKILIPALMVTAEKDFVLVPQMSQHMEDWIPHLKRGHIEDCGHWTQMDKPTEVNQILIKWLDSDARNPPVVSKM
S1P2 ag: S1P2 (human) receptor agonism; O95136; S1P2-expressing cell line, agonist reporter read-out; activation, % at 4.5 µM; 97,000 compounds, 0.46% hits; in the data active = activation above about 16%;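 also: 0% = vehicle low control and 100% = maximal reference agonist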
CYP2C19 inhib: human CYP2C19 inhibition; inhibition, % at 5 µM; AID 778; CYP2C19 Supersomes, luciferin-H EGE luminescence, 30 min; 96,000 compounds, 21% hits; P33261;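 active = CYP2C19 inhibition above a set limit at 5 µM in the primary screen, cut at about 50% in these data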;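 also: plate controls were negative control wells for no effect and 2.5 mM tranylcypromine positive control for full effect; values of inactives mirror those of a sister screen read the other way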
Target sequence (P33261 whole entry, looked up): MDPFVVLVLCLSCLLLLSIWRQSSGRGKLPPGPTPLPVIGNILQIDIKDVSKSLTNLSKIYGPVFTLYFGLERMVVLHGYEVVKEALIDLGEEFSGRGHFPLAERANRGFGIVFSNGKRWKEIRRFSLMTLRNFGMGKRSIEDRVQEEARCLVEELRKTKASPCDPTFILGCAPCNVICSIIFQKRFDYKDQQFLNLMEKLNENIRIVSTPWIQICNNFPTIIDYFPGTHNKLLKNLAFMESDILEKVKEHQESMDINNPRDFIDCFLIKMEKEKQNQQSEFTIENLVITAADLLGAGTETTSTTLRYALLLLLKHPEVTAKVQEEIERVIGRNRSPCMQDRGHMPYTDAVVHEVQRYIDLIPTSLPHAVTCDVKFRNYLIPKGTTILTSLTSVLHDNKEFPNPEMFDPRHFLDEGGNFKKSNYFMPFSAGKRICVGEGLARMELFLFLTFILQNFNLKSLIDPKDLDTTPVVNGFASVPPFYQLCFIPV
PostGolgi yeast: growth inhibition of a yeast mutant, post-Golgi transport screen; post-Golgi transport phenotypic cell assay; inhibition, % at 10 µM; 98,000 compounds, 0.9% hits; AID 739;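 also: yeast cells grown in 1536-well plates; yeast grown about 18 h at 30C before absorbance read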
DAT uptake mod: human DAT dopamine uptake with cocaine, either direction; Q01959; LLC-PK1 hDAT cells, [14C]-dopamine uptake with cocaine IC80; actives deviate in either direction; B-score at 10 µM; 110,000 compounds, 1.3% hits; AID 449768;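 active = Z score or B-score, a plate-position-corrected score, falls beyond the plate's 99.7% confidence bounds, in either direction; inactive = both scores lie inside the 99.7% bounds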;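 also: scored against the spread of the other compound wells on the same plate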
sEH inh: soluble epoxide hydrolase (human) inhibition | inhibition, % at 2 µM | P34913 | recombinant human sEH enzymatic activity assay | 91,000 compounds, 0.34% hits; in the data active = inhibition above about 80%; also: values of inactives mirror those of a sister screen read the other way; many of its hits are not listed in these tables
CYP2C19 act: increases human CYP2C19 enzyme activity | recombinant CYP2C19, luciferin-H EGE luminescence; hits give high values; 0 = fully inhibited enzyme, 1 = untreated enzyme | activation factor at 5 µM | 96,000 tested, under 10 active | AID 1025;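 active = activation factor of at least 2 at 5 µM in the primary screen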;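 also: 0 = wells with 2.5 mM tranylcypromine and 1 = vehicle-only wells; values of inactives mirror those of a sister screen read the other way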
S1P2 blocker: blocks the human S1P2 receptor | cell-based S1P2 antagonist assay, inhibition at 5 uM | inhibition, % at 5 µM | 97,000 compounds, 0.21% hits | AID 736; in the data active = inhibition above about 45%;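 also: CRE beta-lactamase reporter cells expressing human S1P2 stimulated with S1P; 0% = agonist at EC80 alone and 100% = agonist plus reference antagonist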
PostGolgi ctrl: inhibits growth of the yeast control strain; 98,000 compounds, 5% hits; inhibition, % at 10 µM; efflux-deficient yeast background strain, growth absorbance A615, 16 h
Active calls of the source: *; x = no result given. Rule as the data show it, unless noted: active = inhibition above about 30%; inactive = the rest.

SMILES	sEH act	S1P2 ag	CYP2C19 inhib	PostGolgi yeast	DAT uptake mod	sEH inh	CYP2C19 act	S1P2 blocker	PostGolgi ctrl
O=S1(=O)C=C(Sc2nc3ccccc3s2)c2ccccc21	x	x	4	89*	-0.63	x	1	x	31*
C=CCNC(=O)NC(=O)COC(=O)/C(C#N)=C/c1cc(C)n(CC(C)C)c1C	0	0	24	1	0.31	2	0.8	-21	9
Cc1cccc(Nc2ncc3c(n2)CC(C)CC3=O)c1 (centres undefined)	5	-7	32	16	0.036	-6	0.7	0	7
COc1ccc2c(c1)CCCC21NC(=O)NC1=O (centres undefined)	-4	-2	-10	-4	-0.25	4	1.1	-3	0
COc1ccccc1C(=O)Nc1cc2c(ccc3ccccc32)oc1=O	2	-9	x	-1	x	-3	x	4	2
CC1CN(C(=O)C2CCCCC2)C(C)CN1C(=O)C1CCCCC1 (centres undefined)	0	-6	46	-2	0.047	4	0.5	-10	7
O=C(O)c1cccc2[nH]c(C(F)(F)F)nc12	x	x	3	6	-1.1	x	1	x	-3
CCOc1cc(/C=N/O)cc(Br)c1OC	-1	-5	46	-3	-0.67	-1	0.5	5	10
Cn1c(SCC(=O)NC2CCCC2)nc2cccnc21	-2	1	38	10	0	2	0.6	-1	-2
CN1CCCN(Cc2ccccc2C(F)(F)F)CC1	x	x	2	9	0.7	x	1	x	-4
CN(C(=O)COC(=O)c1ccccc1Nc1ccccc1)C1CCS(=O)(=O)C1 (centres undefined)	5	-6	19	-6	-0.021	-4	0.8	25	13
O=C(Nc1cccn(Cc2c(Cl)cccc2Cl)c1=O)c1ccc(Cl)cc1Cl	-5	-4	65*	12	-0.12	8	0.3	14	19
CN(Cc1ccccc1)C(=O)CCS(=O)(=O)c1ccc2c(c1)n(C)c(=O)c(=O)n2C	x	x	4	2	-0.23	x	1	x	5
CCc1c(O)nc(SCC(=O)Nc2ccc3c(c2)CCC3)[nH]c1=O	2	-2	-5	-5	-1.1	-2	1	7	17
CCOC(=O)c1cc(CC)sc1N	6	-4	43	0	-1.1	-7	0.6	-3	30*
Cc1cc(NC(=O)c2ccc(N3C(=O)CCC3=O)cc2)no1	-5	-7	-18	1	0.54	4	1.2	13	4
CN(C)c1ccnc2sc3c(=O)n(-c4ccccc4)cnc3c12	1	-5	40	-4	0.0055	-1	0.6	-2	7
COc1ccc(NC(=O)C2CCCN(C)C2)cc1OCC(C)C (centres undefined)	-6	-1	x	x	0.31	7	x	-7	x
CC1=C(C(=O)OCC(C)C)C(c2ccsc2)NC(=O)N1 (centres undefined)	-9	-7	65*	3	0.036	8	0.3	-4	6
COc1ccc(/C=C/C(=O)c2sc(-c3ccc(Cl)cc3)nc2C)cc1	14	-1	7	-4	-0.024	-14	0.9	-3	2
c1ccc2[nH]c(CSc3nc4ccccc4s3)nc2c1	-2	-7	98*	-6	0.43	2	0	13	12
CCOc1cc(S(=O)(=O)N2CCCCC2)ccc1Cl	0	-12	71*	3	x	-2	0.3	22	-2
COc1ccc(C(=O)NC(=S)NCCO)cc1Br	7	-8	-7	0	-0.98	-6	1.1	9	-3
O=c1oc2ccccc2c2c1nc(C(F)(F)F)n2-c1ccccc1	14	-4	10	-4	-1.6	-14	0.9	-15	4
Cn1cnc2cc(OC(=O)c3ccccc3)ccc21	-2	4	16	17	-0.21	1	0.8	-28	25
COc1cc(/C=N/NC(=O)CCc2ccccc2)ccc1O	19	-11	25	1	x	-22	0.7	-4	3
O=C(/C=C/N1CCOCC1)c1ccc(-c2ccccc2)cc1	16	-1	21	-4	-0.49	-15	0.8	-10	0
O=C(c1cccc(F)c1)N1CCN(Cc2c[nH]c3ccccc23)CC1	x	-11	37	-11	0.24	x	0.6	-6	8
O=C(CCC(=O)c1ccc[nH]1)c1ccc(Cl)cc1	19	-5	30	-3	0.17	-21	0.7	7	0
CC(C)NC(=O)c1ccccc1S(=O)(=O)c1ccccc1C#N	12	-4	3	1	0.78	-13	1	-6	-8
CSCCC(NS(=O)(=O)c1ccc(Cl)cc1)C(=O)OCC(=O)NC1CCCCC1 (centres undefined)	-23	-2	5	-2	3.2*	22	0.9	-25	25
CCCCNC(=S)NNC(=O)c1ccoc1C	-32	-10	35	-7	0.18	36	0.6	-3	-6
CC(=O)NCCC(=O)Nc1cc(F)ccc1C	6	-3	-2	14	-2.3	-3	1	5	-1
CCN1CCN(CCCNC(=O)C2CCCN(c3nnc(-n4cccc4)s3)C2)CC1 (centres undefined)	-6	-4	6	-4	1	3	0.9	-2	23
C=CCn1c(-c2ccc(S(=O)(=O)N3CCOCC3)cc2)csc1=Nc1ccccc1	13	-9	23	-1	1.4	-9	0.8	44	29
CCCCC1CC1C(=O)Nc1ccc(OC)c(OC)c1 (centres undefined)	x	x	92*	-10	0.13	x	0.1	x	37*

3 compounds already listed, arranged by their value in CYP2C19 act, highest first:
| molecule | sEH act | S1P2 ag | CYP2C19 inhib | DAT uptake mod | sEH inh | CYP2C19 act | S1P2 blocker | PostGolgi ctrl |
| --- | --- | --- | --- | --- | --- | --- | --- | --- |
| CN(Cc1ccccc1)C(=O)CCS(=O)(=O)c1ccc2c(c1)n(C)c(=O)c(=O)n2C | x | x | 4 | -0.23 | x | 1 | x | 5 |
| COc1ccc(/C=C/C(=O)c2sc(-c3ccc(Cl)cc3)nc2C)cc1 | 14 | -1 | 7 | -0.024 | -14 | 0.9 | -3 | 2 |
| Cc1cccc(Nc2ncc3c(n2)CC(C)CC3=O)c1 (centres undefined) | 5 | -7 | 32 | 0.036 | -6 | 0.7 | 0 | 7 |

The list goes on.
SMILES	sEH act	S1P2 ag	CYP2C19 inhib	PostGolgi yeast	DAT uptake mod	sEH inh	CYP2C19 act	S1P2 blocker	PostGolgi ctrl
CC1CCCCN1Cc1ccc(N)cc1 (centres undefined)	13	-7	x	x	-0.18	-13	x	-8	x
CCOc1ccc(/C=C/C2=Cc3c(sc(NC(=O)CSc4n[nH]c(N)n4)c3C#N)C(C)(C)C2)cc1	x	-8	-1	-2	0.8	x	1	23	9
CCCNC(=O)Cn1nc(C(F)(F)F)c2c1CCCC2	5	-8	x	x	0.55	-5	x	6	x
O=S(=O)(c1ccc(Cl)cc1)N1CCn2c1nc1ccccc12	9	-5	30	-9	0.53	-8	0.7	-17	-6
CNC(=O)Nc1ccccc1F	3	-4	4	-1	-1.2	-5	1	3	14
Cc1ccc(S(=O)(=O)N(C)CC(=O)NCc2ccncc2)cc1	6	-2	90*	-2	0.23	-4	0.1	1	4
CCOC(=O)NC1(C(F)(F)F)C(=O)NC(C)=C1C#N (centres undefined)	0	-5	x	x	-0.49	3	x	4	x
O=C(COC(=O)CCCN1C(=O)c2ccccc2C1=O)Nc1ncc(Cl)cc1Cl	-3	-4	54*	-8	-0.29	3	0.5	-1	-2
COc1cc(N(C)C)c(NC(C)=O)cc1C(=O)O	0	-3	9	0	-0.72	0	0.9	3	2
CCCn1c(NC(=O)c2cccc(C)c2C)nc2ccccc21	4	-6	75*	-3	-0.025	-4	0.3	-5	13
CCN1N=C(c2ccccc2)Cn2c1nc1ccccc12	-6	-1	58*	17	0.14	0	0.4	-8	30*
CC1=C(C(=O)N2CCCCC2)C(c2cccs2)C2=C(CCCC2=O)N1 (centres undefined)	8	-3	5	4	-0.39	-11	1	-8	7
O=C(CC1CCCCC1)N1CCN(c2ccccn2)CC1	-7	-2	54*	-3	0.63	10	0.5	-6	1
N#Cc1cc2c([nH]c1=S)CCCCCC2	-16	-6	-11	-3	0.39	15	1.1	14	-1
CC(c1ccccc1)n1cc(C(=O)NCC2CCCO2)nn1 (centres undefined)	-7	-2	x	-2	-0.56	6	x	12	7
Cc1ccc2c(c1)N(CC(=O)OC(CC(C)C)C(=O)NC1CCCC1)C(=O)CO2 (centres undefined)	x	x	69*	-11	0.038	x	0.3	x	1
Nc1nc2n(n1)C(c1ccco1)CC(c1ccc(F)cc1)N2 (centres undefined)	12	-1	9	-8	0.2	-10	0.9	14	1
Cc1nnc(NC(=O)c2ccccc2F)s1	x	-3	7	20	0.14	x	0.9	8	-7
O=C(Nc1ccc(F)cc1)c1cccnc1N1CCOCC1	4	-4	x	2	-0.78	-6	x	15	-3
COc1cc(N)ccc1C(=O)O	-4	-1	-15	14	-0.072	6	1.1	-2	5
Cc1cc(C)cc(NC(=S)N2CCC(c3nc4ccccc4s3)CC2)c1	-5	-4	-1	-5	-0.3	7	1	-1	11
Cc1nc2ccccc2nc1N1CCOCC1	12	-3	7	-1	-1.2	-10	0.9	10	3
COc1ccc(-c2nc(-c3cccs3)c(-c3cccs3)[nH]2)cc1OC	2	-5	83*	17	-0.7	-2	0.2	17	38*
O=C(c1cnn2c(C(F)(F)F)cc(-c3ccco3)nc12)N1CCc2ccccc2C1	4	-1	59*	0	-0.66	-4	0.4	-3	12
CC1Cc2ccccc2N1C(=O)COC(=O)Cn1nnc(-c2ccccc2)n1 (centres undefined)	9	-2	65*	-4	-0.52	-10	0.4	4	12
Cc1cc(NS(=O)(=O)c2ccc(NC(=O)Nc3ccc4c(c3)OCO4)cc2)no1	-15	-7	x	6	0.79	15	x	-15	6
O=C(Cn1nc(C(F)(F)F)c2c1CCCCC2)N1CCOCC1	7	0	30	-2	0.073	-4	0.7	-21	-7
CCCCNCCOCCSc1ccc(Cl)cc1	12	-4	18	17	-0.94	-11	0.8	36	14
Cn1c(CSCc2ccc(Cl)cc2)nnc1SCC(=O)Nc1nc2ccccc2s1	-16	-3	6	5	-0.48	13	0.9	-3	6
O=C(/C=C/Nc1cccc(C(F)(F)F)c1)c1ccc(Oc2ncccn2)cc1	0	0	29	-3	x	-2	0.7	9	18
COc1ccccc1NC(=S)NC(=O)C(C)(C)C	-5	-2	22	2	-0.11	8	0.8	-15	1
COc1cc(OC)cc(-c2nnc(SCc3cccc(C(=O)O)c3)o2)c1	2	-7	13	2	-1.1	-4	0.9	-11	1
O=[N+]([O-])c1cc(Cl)cc(C2=NCCN2)c1	-20	-6	10	1	-1.4	21	0.9	-7	11
O=C(NCCc1ccc(Cl)cc1)C1CCCN(S(=O)(=O)c2cnc[nH]2)C1 (centres undefined)	x	-8	92*	-7	0.24	x	0.1	4	3

Structural class, the compounds so far with an aryl methoxy group.
SMILES	sEH act	S1P2 ag	CYP2C19 inhib	PostGolgi yeast	DAT uptake mod	sEH inh	CYP2C19 act	S1P2 blocker	PostGolgi ctrl
COc1ccc2c(c1)CCCC21NC(=O)NC1=O (centres undefined)	-4	-2	-10	-4	-0.25	4	1.1	-3	0
COc1ccccc1C(=O)Nc1cc2c(ccc3ccccc32)oc1=O	2	-9	x	-1	x	-3	x	4	2
CCOc1cc(/C=N/O)cc(Br)c1OC	-1	-5	46	-3	-0.67	-1	0.5	5	10
COc1ccc(NC(=O)C2CCCN(C)C2)cc1OCC(C)C (centres undefined)	-6	-1	x	x	0.31	7	x	-7	x
COc1ccc(/C=C/C(=O)c2sc(-c3ccc(Cl)cc3)nc2C)cc1	14	-1	7	-4	-0.024	-14	0.9	-3	2
COc1ccc(C(=O)NC(=S)NCCO)cc1Br	7	-8	-7	0	-0.98	-6	1.1	9	-3
COc1cc(/C=N/NC(=O)CCc2ccccc2)ccc1O	19	-11	25	1	x	-22	0.7	-4	3
CCCCC1CC1C(=O)Nc1ccc(OC)c(OC)c1 (centres undefined)	x	x	92*	-10	0.13	x	0.1	x	37*
COc1cc(N(C)C)c(NC(C)=O)cc1C(=O)O	0	-3	9	0	-0.72	0	0.9	3	2
COc1cc(N)ccc1C(=O)O	-4	-1	-15	14	-0.072	6	1.1	-2	5
COc1ccc(-c2nc(-c3cccs3)c(-c3cccs3)[nH]2)cc1OC	2	-5	83*	17	-0.7	-2	0.2	17	38*
COc1ccccc1NC(=S)NC(=O)C(C)(C)C	-5	-2	22	2	-0.11	8	0.8	-15	1
COc1cc(OC)cc(-c2nnc(SCc3cccc(C(=O)O)c3)o2)c1	2	-7	13	2	-1.1	-4	0.9	-11	1

High-throughput results deposited in PubChem by several laboratories.
